Assay outcomes as filed in PubChem.
GLS inh – qHTS for Inhibitors of Glutaminase (GLS); Glutaminase kidney isoform, mitochondrial (Homo sapiens), O94925; GLS enzymatic activity, qHTS titration; Potency, µM (series often up to 45.5 µM), without a hit: at the highest dose activity change, negative = inhibition, hits mostly inhibitors; actives 0.21% (n = 410,000); note: % is set by controls: 0 for no effect and ±100 for the full control effect
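Compounds were pin-transferred onto hKGA, after which L-glutamine (1 mM solution) and a detection mix of glutamate oxidase, HRP and Amplex Red were added. Initial and 30 min RT fluorescence reads were collected.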
PGK inhibitor – qHTS Assay to Find Inhibitors of Phosphoglycerate Kinase. AID 602233, 2012. Potency, µM (top dose mostly 57.5 µM), without a hit: top-dose activity change, negative = inhibition, actives largely listed as inhibitors. PGK/GAPDH coupled, Kinase-Glo luminescence, 60 min. Phosphoglycerate kinase, glycosomal (Trypanosoma brucei brucei), P07378. actives 0.043% (n = 380,000); note: % is set by controls: 0 for no effect and ±100 for the full control effect; nearly all actives have a fitted effect of over 60% in size
Target sequence (P07378 whole entry, looked up): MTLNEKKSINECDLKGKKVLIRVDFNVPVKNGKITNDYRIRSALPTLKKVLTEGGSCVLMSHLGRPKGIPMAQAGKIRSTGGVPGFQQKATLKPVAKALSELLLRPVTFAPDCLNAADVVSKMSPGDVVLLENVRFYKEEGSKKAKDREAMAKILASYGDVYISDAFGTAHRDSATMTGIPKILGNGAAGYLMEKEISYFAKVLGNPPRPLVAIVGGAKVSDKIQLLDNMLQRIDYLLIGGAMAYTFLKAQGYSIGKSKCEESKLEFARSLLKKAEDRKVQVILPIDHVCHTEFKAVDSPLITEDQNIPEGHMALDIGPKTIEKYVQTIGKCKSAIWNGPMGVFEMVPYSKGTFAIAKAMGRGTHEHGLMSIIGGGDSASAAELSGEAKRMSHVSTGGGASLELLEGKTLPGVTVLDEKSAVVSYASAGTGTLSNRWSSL
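Luminescent ATP detection (Kinase-Glo Plus) follows a 60-minute room-temperature incubation, with wells lacking PGK as controls. Buffer: 100 mM TEA (pH 7.6), 5 mM MgCl2, 0.01% Tween-20. Coupling enzyme GAPDH (100 nM final) supplies unstable 1,3-BPG in-well.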
Pin1 inh – qHTS Assay to Find Inhibitors of Pin1 | Peptidyl-prolyl cis-trans isomerase NIMA-interacting 1 (Homo sapiens), Q13526 | AID 504891, 2011 | Potency, µM (highest dose often 115 µM), for inactives: at the highest dose activity, negative = inhibition, actives largely listed as inhibitors | actives 0.009% (n = 390,000) | Pin1 FP peptide displacement, HiFluor488, 10 min; active = well fitted inhibition curve with a large enough effect in the polarisation, with a control signal flat, not every such curve was filed as active; inconclusive = small, poorly fitted or top-dose-only effect, or effect the other way, or a change in a side signal; inactive = no such curve, though single readings can be large or run the other way; the % refers to the polarisation; note: % is set by controls: 0 for no effect and ±100 for the full control effect
Target sequence (Q13526 whole entry, looked up): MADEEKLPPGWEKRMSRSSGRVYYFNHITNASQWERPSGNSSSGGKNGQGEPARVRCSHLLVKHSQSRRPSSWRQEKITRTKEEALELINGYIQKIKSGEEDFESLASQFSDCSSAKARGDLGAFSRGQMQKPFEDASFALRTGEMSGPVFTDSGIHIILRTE
HP1b binding inh – HTS for Inhibitors of HP1-beta Chromodomain Interactions with Methylated Histone Tails | Chromobox protein homolog 1 (Homo sapiens), P83916 | actives 0.56% (n = 390,000) | AlphaScreen HP1-beta / biotin-H3K9me3 peptide binding | Potency, µM (doses to about 114 µM), for inactives: at the highest dose activity change, negative = inhibition, most hits filed as inhibitors | AID 540317, 2011; note: nearly all actives have a fitted effect of over 70% in size; inactives centre near 23
Target sequence (P83916 whole entry, looked up): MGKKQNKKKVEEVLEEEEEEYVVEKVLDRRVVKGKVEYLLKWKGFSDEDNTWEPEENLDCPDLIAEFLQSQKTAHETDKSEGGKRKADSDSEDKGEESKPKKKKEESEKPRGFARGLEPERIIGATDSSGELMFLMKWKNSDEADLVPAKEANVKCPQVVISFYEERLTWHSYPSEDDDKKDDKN
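HP1-beta protein (50 nM final) preincubated 30 min at room temperature with biotinylated H3(1-18)K9me3 peptide (50 nM) in PBS pH 7.4, 0.01% Tween-20, then compound added for 30 min. AlphaScreen streptavidin donor/nickel chelate acceptor beads (10 ug/mL final), 30 min dark, luminescence read.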
POLI inh – qHTS for Inhibitors of Polymerase Iota; DNA polymerase iota (Homo sapiens), Q9UNA4; Pol iota fluorescent replication assay, 10 min; Potency, µM (highest dose often 115 µM), for inactives: at the top dose activity, negative = inhibition, usual class: inhibitors; actives 1% (n = 390,000); AID 588590, 2011
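Fluorescent replication assay read twice, at 0 min and 10 min after adding 50 nM (final) substrate. Enzyme (10 nM) and compounds were first incubated 15 min at room temperature; enzyme-free buffer wells were negative controls.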
G9a block – qHTS Assay for Inhibitors of Histone Lysine Methyltransferase G9a | Histone-lysine N-methyltransferase EHMT2 (Homo sapiens), Q96KQ7 | G9a H3K9 monomethylation, AlphaScreen, 2 h | Potency, µM (top dose mostly 102 µM), for the others: at the top dose activity, negative = inhibition, actives largely listed as inhibitors | actives 8.8% (n = 350,000); note: % is set by controls: 0 for no effect and ±100 for the full control effect; nearly all actives have a fitted effect of over 75% in size
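Methyltransferase reactions run at room temperature for 2 h (20 nM enzyme, 500 nM biotin-H3K9 peptide, 20 uM SAM) after a 15 min compound preincubation; product detected by AlphaScreen beads and anti-H3K9me1 antibody.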
JMJD2A Tudor – qHTS Assay for Inhibitors of JMJD2A-Tudor Domain; Potency, µM (top dose mostly 114 µM), for the others: at the highest dose activity change, negative = inhibition, most hits filed as inhibitors; Lysine-specific demethylase 4A (Homo sapiens), O75164; actives 4.4% (n = 390,000); AlphaScreen JMJD2A-Tudor / H3K4me3 peptide binding; note: % is set by controls: 0 for no effect and ±100 for the full control effect; nearly all actives have a fitted effect of over 50% in size
BLM inh – qHTS Assay for Inhibitors of Bloom's syndrome helicase (BLM). RecQ-like DNA helicase BLM (Homo sapiens), P54132. recombinant BLM DNA unwinding, fluorescence dequenching. Potency, µM (top dose mostly 56.1 µM), for inactives: at the highest dose activity change, negative = inhibition, actives largely listed as inhibitors. actives 0.2% (n = 350,000);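 note: plate controls were vehicle for no effect and no enzyme for full effect; nearly all actives have a fitted effect of over 35% in size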
BAZ2B inh – qHTS Assay for Inhibitors of BAZ2B. Bromodomain adjacent to zinc finger domain protein 2B (Homo sapiens), Q9UIF8. actives 4.4% (n = 360,000). AlphaScreen BAZ2B-H3K14Ac peptide displacement. Potency, µM (series often up to 114 µM), for inactives: top-dose activity change, negative = inhibition, usual class: inhibitors; note: % is set by controls: 0 for no effect and ±100 for the full control effect; nearly all actives have a fitted effect of over 60% in size
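Protein-peptide AlphaScreen: BAZ2B 50 nM, b-H3K14Ac 50 nM, 1x PBS pH 7.4 + 0.01% Tween-20. Preincubation 30 min RT; cpd 30 min RT (top 110 uM); beads 20 min RT, light-protected.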
* hit, by the source's call; & = joins results of further samples; [ ] = another dose, or the depositor's remark. Unless noted, calls come from the whole dose curve; as a rule, active = well fitted curve in the direction sought with a large enough effect; inconclusive = small, poorly fitted or top-dose-only effect, or another doubt; inactive = no such curve, though single readings can be large; an effect the other way counts as inactive or inconclusive. Potency is the fitted concentration of half-maximal effect.

Cc1cc(NC(=O)CCC(=O)N(CC(=O)NC2CCCC2)c2ccc(Cl)c(Cl)c2)no1 was read as GLS inh 0.3%, PGK inhibitor 4.9%, Pin1 inh -4.8%, HP1b binding inh 3.2%, POLI inh 44.8%[activator], G9a block 13.1%, JMJD2A Tudor -1.1%, BLM inh -1.3% and BAZ2B inh -4.2%.
For O=S(=O)(c1ccccc1)N1CCN(C(=S)NCCc2ccccc2)CC1 the results were GLS inh -13.2%, PGK inhibitor -1.2%, Pin1 inh -0.8%, HP1b binding inh 46.2%[activator], POLI inh 30.1%, G9a block 14.4%, JMJD2A Tudor -6.2%, BLM inh -9.7% and BAZ2B inh -19.1%.
For CN(C)CCCNCC(=O)c1c(-c2ccccc2)n(C)c2ccccc12 the results were GLS inh -18.7%, PGK inhibitor 1.9%, Pin1 inh 5.5%, HP1b binding inh inconclusive, POLI inh inconclusive, G9a block 57.5%[activator], JMJD2A Tudor 4.47µM*, BLM inh 2.1% and BAZ2B inh 21.5%.
Screening O=C(CSc1n[nH]c(=O)n1Cc1ccccc1)Nc1ccc(F)c(F)c1F returned GLS inh 11.9%, PGK inhibitor 4.8%, Pin1 inh -14.6%, HP1b binding inh 24.1%, POLI inh 15.5%, G9a block 39.8µM*, JMJD2A Tudor -13.0%, BLM inh -3.1% and BAZ2B inh inconclusive.
CCOC(=O)C1=CN(Cc2ccco2)S(=O)(=O)N(C)C1c1cccc(OC)c1 (centres undefined) was read as GLS inh 10.3%, PGK inhibitor -7.8%, Pin1 inh -0.1%, HP1b binding inh 14.4%, POLI inh -21.6% and JMJD2A Tudor -23.2%.
`COc1ccc(C2=NOC(C(=O)Nc3cccnc3)C2)cc1OC` (centres undefined) gave GLS inh 9.0%, PGK inhibitor inactive, Pin1 inh inconclusive, HP1b binding inh 9.5%, POLI inh 28.0%, G9a block 5.8%[59 µM], JMJD2A Tudor -7.7%, BLM inh -0.7% and BAZ2B inh 2.0%.
`Cc1ccc(CNC(=O)Cn2ccn(-c3ccc(C)c(C)c3)c(=O)c2=O)cc1` gave GLS inh 4.4%, PGK inhibitor inactive, Pin1 inh -17.8%, HP1b binding inh 27.4%, POLI inh 14.6%, G9a block -5.0%[59 µM], JMJD2A Tudor -3.0%, BLM inh 0.5% and BAZ2B inh -0.4%.
For Cc1noc(NS(=O)(=O)c2ccc(NC(=O)C34CCC(CC3)C4)cc2)c1C the results were GLS inh -5.4%, PGK inhibitor -8.9%, Pin1 inh 0.3%, HP1b binding inh 19.7%, POLI inh 15.0%, G9a block -43.1%, JMJD2A Tudor -7.0%, BLM inh 0.4% and BAZ2B inh 1.0%.
C/C=C(\C)C(=O)Nc1cccc(C2=NOC3(C2)C[C@@H](C(N)=O)N(C(=O)c2cc([N+](=O)[O-])cc([N+](=O)[O-])c2C)C3)c1 (some centres undefined) was read as GLS inh -2.2%, PGK inhibitor -6.7%, Pin1 inh 1.5%, HP1b binding inh 10.1%, POLI inh -28.3%, G9a block -45.2%[59 µM], JMJD2A Tudor -23.1%, BLM inh -4.8% and BAZ2B inh -34.1%.
For COc1ccc(NC(=O)C2CC2)cc1-n1cnnn1 the results were GLS inh -2.9%, PGK inhibitor -4.4%, Pin1 inh 8.1%, HP1b binding inh 17.9%, POLI inh -10.1%, G9a block -11.4%[59 µM], JMJD2A Tudor 6.3%[57.1 µM], BLM inh 0.1% and BAZ2B inh 3.8%.
`CCN1CCN(C(CNS(=O)(=O)c2ccc(Cl)cc2)c2cccnc2)CC1` (centres undefined) gave GLS inh 6.6%, PGK inhibitor 4.1%, Pin1 inh -1.3%, HP1b binding inh 14.8%, POLI inh 9.3%, G9a block 79.4µM*, JMJD2A Tudor 2.2%, BLM inh -2.5% and BAZ2B inh -3.2%.
CC/C(=C/c1sc2ccc(C)cc2[n+]1CCO)SC was read as GLS inh 9.1%, PGK inhibitor -5.4%, Pin1 inh 35.3%[activator], HP1b binding inh 61.4%[activator], POLI inh 22.0%, JMJD2A Tudor inconclusive, BLM inh -5.9% and BAZ2B inh inconclusive.
Screening Brc1ccc(/C=N/n2cnnc2)s1 returned GLS inh 5.8%, PGK inhibitor -3.5%, Pin1 inh -2.7%, HP1b binding inh 18.7%, POLI inh -17.9%, G9a block 4.9%, JMJD2A Tudor -14.1%, BLM inh -1.6% and BAZ2B inh -7.8%.
Cc1cc(NC(=O)c2cc3ccccc3oc2=O)no1 was read as GLS inh -5.5%, PGK inhibitor 4.0%, Pin1 inh -0.9%, HP1b binding inh 24.4%, POLI inh 25.1%, G9a block -7.2%[0.501 µM], JMJD2A Tudor -11.3%, BLM inh -3.1% and BAZ2B inh 9.1%.
Screening CCCNC(=O)c1cc(S(=O)(=O)N2CCc3ccccc32)ccc1F returned GLS inh -0.6%, PGK inhibitor -5.1%, Pin1 inh 8.8%, HP1b binding inh 17.3%, POLI inh -11.6%[58.9 µM], G9a block -7.8%[59 µM], JMJD2A Tudor -17.1%, BLM inh -12.7% and BAZ2B inh 27.4%.
For COc1cc([C@@H]2[C@H]3CN(C)CC=C3C(C#N)=C(N)C2(C#N)C#N)cc2c1OCO2 the results were GLS inh -26.9%&16.6%, PGK inhibitor -1.7%&4.5%, Pin1 inh inconclusive, HP1b binding inh 6.1%&22.6%, POLI inh 97.0%[activator], G9a block -4.4%[12.7 µM], JMJD2A Tudor -16.4%&-8.6%, BLM inh -1.2% and BAZ2B inh 4.3%.
Screening O=C(Nc1ccccc1)Nc1cccc(-c2cn3cccnc3n2)c1 returned GLS inh 0.1%, PGK inhibitor -6.6%, Pin1 inh inconclusive, HP1b binding inh 5.8%, POLI inh 76.8%[activator], G9a block 0.5%, JMJD2A Tudor -20.8%, BLM inh -6.0% and BAZ2B inh -8.6%.
For Cc1ccc(S(=O)(=O)N(C)c2cc(S(=O)(=O)N3CCOCC3)c(C)cc2C)cc1 the results were GLS inh -11.4%, PGK inhibitor 3.4%, Pin1 inh -7.3%, HP1b binding inh 17.9%, POLI inh 107.5%[activator], G9a block 19.7%, JMJD2A Tudor 10.6%, BLM inh -6.4% and BAZ2B inh 0.8%.
Cc1ccc(P(=O)(O)c2ccc(C)cc2)cc1 was read as GLS inh 13.7%, PGK inhibitor -5.0%, Pin1 inh -11.9%, HP1b binding inh 13.2%, POLI inh -17.6%, G9a block 16.3%[59 µM], JMJD2A Tudor -6.0%, BLM inh -1.3% and BAZ2B inh 4.5%.
`[O-]/C(=C(\C(=S)Nc1cccc2ccccc12)[n+]1ccccc1)c1ccc(OC(F)F)cc1` gave GLS inh -9.6%, PGK inhibitor -1.4%, Pin1 inh 5.1%, HP1b binding inh -24.3%, POLI inh 157.2%[activator], G9a block 44.7µM*, JMJD2A Tudor -29.1%[57.1 µM], BLM inh -4.8% and BAZ2B inh 35.5µM*.
`O=C(NCC(=O)N(c1cccc(F)c1)C(C(=O)NC1CCCC1)c1ccco1)c1ccco1` (centres undefined) gave GLS inh -23.6%, PGK inhibitor -9.5%, Pin1 inh -2.6%, HP1b binding inh 35.6%, POLI inh 31.3%[activator], G9a block 6.1%, JMJD2A Tudor -0.8%[11.4 µM], BLM inh -5.0% and BAZ2B inh -0.7%.
For CCNc1nc(NC(C)C)nc(NS(=O)(=O)c2ccc(N)cc2)n1 the results were GLS inh 2.6%, PGK inhibitor -5.6%, Pin1 inh inconclusive, HP1b binding inh 8.5%, POLI inh 2.6%, G9a block 2.9%[59 µM], JMJD2A Tudor -16.2%, BLM inh -9.7% and BAZ2B inh 8.6%.
Screening COc1ccc(S(=O)(=O)Nc2ccc(Cl)cn2)c(C)c1C returned GLS inh 15.9%, PGK inhibitor -2.0%, Pin1 inh -1.9%, HP1b binding inh 28.2%, POLI inh 6.6%, G9a block inconclusive, JMJD2A Tudor -18.7%, BLM inh -0.3% and BAZ2B inh 8.0%.
CCOC(=O)C1CCCN(C(=O)Cn2ncc3c4ccccc4n(C)c3c2=O)C1 (centres undefined) was read as GLS inh -2.5%, PGK inhibitor 6.8%, Pin1 inh 9.0%, HP1b binding inh 21.5%, POLI inh 0.7%, G9a block -25.1%[59 µM], JMJD2A Tudor -5.7%, BLM inh -3.0% and BAZ2B inh -3.5%.
CN(C)C(=S)Oc1ccccc1-c1ccccc1OC(=S)N(C)C was read as GLS inh -2.4%, PGK inhibitor 0.8%, Pin1 inh inconclusive, HP1b binding inh 27.9%, POLI inh 4.7%, G9a block 26.0%, JMJD2A Tudor -10.6%, BLM inh -2.7% and BAZ2B inh -0.2%.
For CCCc1cc(-c2ccc3c(c2)COc2c4ccccc4nn2-3)on1 the results were GLS inh -2.6%, PGK inhibitor -8.8%, Pin1 inh inconclusive, HP1b binding inh 42.8%[activator], POLI inh -13.5%, G9a block -29.1%[2.33 µM], JMJD2A Tudor -31.0% and BAZ2B inh inconclusive.
For Cc1ccc2[nH]c(=O)c(CN(Cc3ccco3)Cc3nnnn3Cc3ccco3)cc2c1 the results were Pin1 inh -3.1%, HP1b binding inh -5.2%[57 µM], POLI inh -5.2% and JMJD2A Tudor -7.7%[57.1 µM].

This is a subset; count on the stated rates, not on these rows.
